AmpC no deterg = qHTS Inhibitors of AmpC Beta-Lactamase (assay without detergent) | P00811 | AmpC nitrocefin hydrolysis, absorbance 480 nm, 0.0001% Triton | Potency, µM (titrated, usually from 57.1 µM), for the others: at the top dose activity change, negative = inhibition, hits mostly inhibitors | actives 0.52% (n = 330,000);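 further: potency means the concentration at half of the fitted maximal effect; plate controls were no compound for no effect and no enzyme for full effect; nearly all actives have a fitted effect of over 20% in size; some results filed as inactive show a strong effect at the top dose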
Target sequence (P00811 whole entry, looked up): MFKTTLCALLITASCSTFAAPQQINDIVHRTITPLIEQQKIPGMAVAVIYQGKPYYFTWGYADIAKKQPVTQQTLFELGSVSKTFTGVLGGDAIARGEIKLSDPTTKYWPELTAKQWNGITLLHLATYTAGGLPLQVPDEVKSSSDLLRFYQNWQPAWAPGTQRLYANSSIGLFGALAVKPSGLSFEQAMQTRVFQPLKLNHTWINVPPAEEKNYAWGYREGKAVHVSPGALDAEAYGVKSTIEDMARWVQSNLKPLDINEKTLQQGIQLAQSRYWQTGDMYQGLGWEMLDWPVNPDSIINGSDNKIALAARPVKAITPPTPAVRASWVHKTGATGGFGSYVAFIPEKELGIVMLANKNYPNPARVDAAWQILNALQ
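20 mM phosphate pH 7.0 + 0.01% (detergent screen) or 0.0001% Triton X-100; 5.3 nM AmpC reagent; cpd preinc 15 min RT; nitrocefin (800 uM stock) to start; A480 q20 s × 4 min; Activity was normalised to no-enzyme and no-compound control wells.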
LmPK inh = qHTS Assay for Inhibitors of Leishmania Mexicana Pyruvate Kinase (LmPK) | AID 1721, 2009 | actives 0.37% (n = 290,000) | Potency, µM (highest dose often 57.5 µM), without a hit: top-dose activity change, negative = inhibition, most hits filed as inhibitors | purified LmPK, Kinase-Glo ATP luminescence, 1 h; further: potency means the concentration at half of the fitted maximal effect
Target sequence (Q27686 whole entry, looked up): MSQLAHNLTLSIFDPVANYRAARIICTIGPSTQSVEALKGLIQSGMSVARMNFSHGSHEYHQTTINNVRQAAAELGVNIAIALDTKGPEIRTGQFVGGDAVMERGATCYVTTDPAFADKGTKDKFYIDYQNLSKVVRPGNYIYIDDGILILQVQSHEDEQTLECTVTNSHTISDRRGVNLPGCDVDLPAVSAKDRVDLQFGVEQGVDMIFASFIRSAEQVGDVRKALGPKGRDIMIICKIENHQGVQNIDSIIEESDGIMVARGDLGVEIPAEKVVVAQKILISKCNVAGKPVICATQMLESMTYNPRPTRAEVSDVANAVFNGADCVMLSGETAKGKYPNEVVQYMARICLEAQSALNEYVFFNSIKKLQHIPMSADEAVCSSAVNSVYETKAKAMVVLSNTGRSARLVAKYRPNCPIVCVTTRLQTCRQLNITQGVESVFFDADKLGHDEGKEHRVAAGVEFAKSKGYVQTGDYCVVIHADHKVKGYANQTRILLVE
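Pyruvate kinase activity monitored as ATP production (luciferase luminescence). Conditions: 0.1 nM enzyme, 0.5 mM PEP, 0.1 mM ADP, 1 h, RT; normalized against uninhibited and no-enzyme wells.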
Sm TGR block = qHTS Assay for the Inhibitors of Schistosoma Mansoni Peroxiredoxins; purified TGR, DTNB reduction, TNB absorbance 405 nm; Potency, µM (highest dose often 114 µM), for the others: at the top dose activity change, negative = inhibition, most hits filed as inhibitors; actives 3% (n = 360,000); AID 485364, 2010; further: potency means the concentration at half of the fitted maximal effect; nearly all actives have a fitted effect of over 60% in size
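First, TGR (20 nM dispensed) and NADPH were mixed with compound. Second, a 15 min room-temperature incubation followed. Third, further NADPH and then DTNB were added to start the reaction. Finally, TNB absorbance was monitored kinetically.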
AMA1 RON2 block = qHTS for Inhibitors of AMA1-RON; Towards Development of Antimalarial Drug Lead: Primary Screen; Plasmodium falciparum AMA1 (3D7) - RON2 peptide interaction; AlphaScreen AMA1-biotinylated RON2 peptide binding; Potency, µM (doses to about 58.2 µM), for the others: at the highest dose activity change, negative = inhibition, most hits filed as inhibitors; actives 0.2% (n = 360,000); AID 720542, 2013;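 further: potency means the concentration at half of the fitted maximal effect; 0% = vehicle wells and -100% = peptide control; nearly all actives have a fitted effect of over 45% in size; some results filed as inactive show a strong effect at the top dose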
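AMA1 (3D7) with his tag at 25 nM final met compounds first, then biotinylated RON2 peptide at 25 nM; detection used donor plus acceptor beads, 10 µg/mL apiece, read by AlphaScreen after 30 min at room temperature.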
HCMV inh = qHTS Assay for inhibitors of the human cytomegalovirus (HCMV). HFF cells, HCMV-luciferase reporter, 72 h; hits give low values. activity change, negative = inhibition, % at 57.5 µM. actives 4.5% (n = 410,000). AID 1259415, 2018; in the data active means activity change below about -60%; inconclusive means no clear call, values can overlap the other calls; inactive means above about -39%
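Two compound doses tested in HFFs infected with HCMV-luciferase, MOI 1 PFU/cell, 72 h at 37C. Lysate luminescence read with OneGlo; data normalized against buffer-only and 10uM Salinomycin inhibitor controls.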
TbPYK inhibitor = qHTS of Trypanosoma Brucei Inhibitors | Potency, µM (highest dose often 76.8 µM), for the others: at the top dose activity, negative = inhibition, most hits filed as inhibitors | pyruvate kinase (Trypanosoma brucei), Q57TT1 | actives 0.12% (n = 410,000) | TbPYK enzyme, Kinase-Glo Plus ATP luminescence, 45 min; further: potency means the concentration at half of the fitted maximal effect; nearly all actives have a fitted effect of over 50% in size
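In this concentration-response screen, enzyme-free wells defined baseline while DMSO plates tracked drift. Each reaction combined TbPYK, substrate, compound and 130 uM ADP for 45 min at room temperature. Kinase-Glo Plus luminescence gave the signal.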
AmpC detergent = qHTS Inhibitors of AmpC Beta-Lactamase (assay with detergent). Potency, µM (top dose mostly 114 µM), without a hit: at the highest dose activity change, negative = inhibition, usual class: inhibitors. actives 0.041% (n = 370,000). P00811. AmpC hydrolysis of nitrocefin, absorbance 480 nm, 0.01% Triton;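 further: potency means the concentration at half of the fitted maximal effect; 0% = no-compound wells and -100% = no-enzyme wells; nearly all actives have a fitted effect of over 25% in size; some results filed as inactive show a strong effect at the top dose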
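20 mM phosphate pH 7.0 + 0.01% (detergent screen) or 0.0001% Triton X-100; 5.3 nM AmpC reagent; cpd preinc 15 min RT; nitrocefin (800 uM stock) to start; A480 q20 s × 4 min; Activity was normalised to no-enzyme and no-compound control wells.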
Starred values were filed as active, the others as inactive; ? = inconclusive; · = no result given; [ ] = dose if it differs, or a comment. Unless noted, the call rests on the fitted dose curve; in most records, active means well fitted curve in the direction sought with a large enough effect; inconclusive means small, poorly fitted or top-dose-only effect, or another doubt; inactive means no such curve, though single readings can be large; an effect the other way counts as inactive or inconclusive. Unless noted, on the % scale 0 is the no-effect control and ±100 the full control effect. Outcome played no part in choosing rows; about 7.4% have a hit in one of these screens.

SMILES	AmpC no deterg	LmPK inh	Sm TGR block	AMA1 RON2 block	HCMV inh	TbPYK inhibitor	AmpC detergent
O=C1CN(C(=O)COC(=O)CCC(=O)c2ccc3c(c2)OCCO3)c2ccccc2N1	-32%	-2%	-27%	-4%	-26	1%	?
C/C(=N\NC(=O)Cn1cc([N+](=O)[O-])cn1)c1ccco1	2%	7%	-21%	28%	52	-11%	4%
O=C(O)C1C2C=CC(C2)C1C(=O)NCc1ccc(Cl)c(Cl)c1 (stereo not given)	-6%	-2%	5%	15%[2.32 µM]	8	-10%	?
CN(CCc1ccccn1)C(=O)CCC1CCCN(C(=O)NC2CCCCC2)C1 (stereo not given)	-5%	6%	-6%	-5%	-37	4%	5%
O=C(COc1ccccc1Cl)NCCNC(=O)c1cnccn1	-8%	2%	2%	11%	23	7%	-7%
CC1CCN(C(=S)Nc2ccc(F)cc2)CC1	-26%	2%	-6%	12%	1	2%	-4%
COc1cc(/C=N/NC(=O)C(N)=O)ccc1OC(=O)c1cccs1	-12%	2%	-12%	18%	26	9%	4%
COc1ccc(-c2[nH]c(-c3ccccc3)nc2SCC(=O)Nc2ccc3c(c2)OCO3)cc1	·	·	?	·	-38	-12%	-8%
COc1ccc(N2C(=O)C(Cl)=C(NCc3ccccc3)C2=O)cc1	-21%	9%	-22%	-5%	3	1%	-16%
CC(C)CC(NS(=O)(=O)c1cccc(C(=O)O)c1)C(=O)O (stereo not given)	-10%	5%[11.5 µM]	1%	0%	97	4%	0%
Cc1ccc(NC(=O)CN2C(=O)NC3(CCCCC3C)C2=O)cc1S(=O)(=O)N1CCCCC1 (stereo not given)	-19%	·	-28%	-1%	-12	-2%	?
COc1ccccc1NC(=O)c1ccc(NC(=O)CN(C)Cc2ccccc2F)cc1	24%	-6%	-22%	5%	7	0%	?
CCN(C(=O)COC(=O)COc1ccc2c(C)cc(=O)oc2c1)C1CCS(=O)(=O)C1 (stereo not given)	-1%[11.4 µM]	-2%	5%	-2%	?	-1%	9%
C=CCN(c1ccccc1)S(=O)(=O)c1cccc(C(=O)N2CCN(c3ncccn3)CC2)c1	169%[activator]	·	6%	-11%	-34	4%	3%
CC(Oc1ccccc1)c1ccnc(N)n1 (stereo not given)	-3%	0%	·	31%[activator]	44	4%	8%
CCc1ccccc1N(CC(=O)N1CCN(c2ccc(F)cc2)CC1)S(C)(=O)=O	84%[activator]	3%	0%	-8%	1	-1%	?
O=C(Nc1ccc2nc3n(c(=O)c2c1)CCCCC3)c1cc([N+](=O)[O-])ccc1F	-6%	-1%	-10%	-2%	-72*	-10%	-3%
O=C(COC(=O)c1ccccn1)Nc1ccccc1OC(F)F	-27%	6%	2%	6%	-27	0%	-6%
Cc1ccc(C(C)(C)C)cc1S(=O)(=O)Nc1cccc(S(=O)(=O)NC2=NCCC2)c1	3%	-2%	2%	-9%	?	-9%	0%
O=C(Nc1ccccc1C(=O)O)c1cccc(F)c1	·	·	·	8%	37	-1%	·
CCCN1CCN(CCCNC(=O)c2cc3c(Cl)nc4ccccc4c3s2)CC1	·	·	-2%	·	-80*	-4%	8%
COc1cc([N+](=O)[O-])cc(/C=N/NC(=O)C(C)Nc2cccc(C)c2)c1O (stereo not given)	-27%	5%	4%	72%[activator]	-38	-5%	-5%
CCCCn1cnc2c([nH]c3cc(OC)ccc32)c1=O	-3%	1%	-3%	-12%	76	2%	1%
CCOC(=O)CCC(NC(=O)c1ccc(Nc2nc3ccccc3nc2C(=O)OCC)cc1)C(=O)OCC (stereo not given)	·	·	·	-2%	-28	4%	·

Reprinted at random: four compounds from above
SMILES	AmpC no deterg	LmPK inh	Sm TGR block	AMA1 RON2 block	HCMV inh	TbPYK inhibitor	AmpC detergent
C=CCN(c1ccccc1)S(=O)(=O)c1cccc(C(=O)N2CCN(c3ncccn3)CC2)c1	169%[activator]	·	6%	-11%	-34	4%	3%
CCN(C(=O)COC(=O)COc1ccc2c(C)cc(=O)oc2c1)C1CCS(=O)(=O)C1 (stereo not given)	-1%[11.4 µM]	-2%	5%	-2%	?	-1%	9%
CC(Oc1ccccc1)c1ccnc(N)n1 (stereo not given)	-3%	0%	·	31%[activator]	44	4%	8%
CCCCn1cnc2c([nH]c3cc(OC)ccc32)c1=O	-3%	1%	-3%	-12%	76	2%	1%

Going on with the list.
SMILES	AmpC no deterg	LmPK inh	Sm TGR block	AMA1 RON2 block	HCMV inh	TbPYK inhibitor	AmpC detergent
CCOC(=O)C1CCCN(C(=O)c2ccc(OC)c(OC)c2)CC1 (stereo not given)	·	·	·	-2%	-6	-2%	·
CCCCC1(C(=O)OCC)NC(c2ccc(O)cc2)C2C(=O)N(c3ccccc3)C(=O)C21 (stereo not given)	1%	6%	0%	-5%	-1	-17%	-16%
Cc1cc(C)cc(NC(=O)CN(c2cc(C(F)(F)F)ccc2Cl)S(=O)(=O)c2ccccc2)c1	·	·	1%	·	2	6%	16%
COc1ccc(/C=C/C(=O)N(Cc2cccs2)C2CCS(=O)(=O)C2)cc1 (stereo not given)	39%	2%	3%	-16%	2	-4%	1%
Cc1cc(C)nc(SCc2nnc(SCC#N)n2-c2cccc(Cl)c2)n1	16%	-2%	6%	2%	-7	-6%	?
O=C(NCc1ccco1)C(c1ccncc1)N(C(=O)Cc1cccs1)c1ccccc1 (stereo not given)	1%	-4%	-29%[57.1 µM]	-10%	-39	0%	-5%
COc1cc(CN2CCCCC2C(=O)Nc2ccc(Oc3ccccc3)nc2)ccc1O (stereo not given)	54%	3%	1.8µM*	-5%	-2	2%	7%
O=C(CSc1oc(-c2ccc(F)cc2)nc1S(=O)(=O)c1ccc(Cl)cc1)c1ccccc1	·	·	-9%	·	-11	-4%	?
CCOC(=O)c1cc(C(C)(C)C)nc(SC)c1C#N	-12%	8%	-1%	43%[activator]	-4	1%	-12%
CCCCNC(=O)C1(C)CCN1C(=O)c1cc(OC)ccc1Br (stereo not given)	·	·	·	0%	44	-5%	·
CC(=O)Nc1nonc1-c1nnc(SCC(=O)N(C)c2ccccc2)n1C	·	·	-4%	·	-9	1%	18%
CCCCn1c(N)c(N(CC)C(=O)C2CCCC2)c(=O)[nH]c1=O	-16%	·	2%	-9%	-36	2%	-7%
NCCSSCCN	-18%	0%	-1%	-1%	-31	-3%	0%
Cc1cccc(NC(=O)c2nc[nH]c2C(=O)N2CCC(C)CC2)c1	15%	·	?	40%[activator]	?	-6%	-1%
CCOC(=O)Cn1c(CN(Cc2ccccc2)Cc2ccccc2)nc2c1c(=O)[nH]c(=O)n2C	143%[activator]	3%	8%	-12%	31	-5%	-15%
Cc1cc(Cl)c2oc(C(=O)N(C)CCc3cnn(C)c3)c(C)c2c1	118%[activator]	9%	20%	-2%	-10	-10%	1%
COc1ccccc1CNC(=O)COC(=O)c1n[nH]c2ccccc12	-31%	10%	0%	-21%	-25	7%	0%
Cc1ccc(F)cc1NC(=O)Cc1ncc(C(F)(F)F)cc1Cl	-13%	2%	-30%	55%[activator]	3	-12%	-7%
O=C(NCCN1C(=O)S/C(=C\c2cccs2)C1=O)c1ccco1	-26%	2%	-28%	-4%	-35	-2%	3%
O=C(C1CCC1)N1CCN(c2cccc(C(F)(F)F)c2)CC1	27%	1%	-3%	47%[activator]	-19	6%	0%
O=C(C1CCN(CCCc2ccccc2)CC1)N(CCc1ccccc1)Cc1ccccc1	69%[activator]	-2%	-5%	-29%	-25	1%	?
CC(=NCc1cccnc1)c1c(O)n(C2CCCCC2)c(=O)[nH]c1=O	-22%	1%	-3%	37%[activator]	?	8%	-12%
O=C(CCC(=O)N1CCCCC1)Nc1ccc(Cl)c(Cl)c1	5%	-5%	-23%	0%	-4	1%	3%
COC(=O)c1c(N)[nH]c(C(=O)c2ccccc2)c1-c1ccc(Cl)cc1	·	·	·	20%	-6	4%	·
CC(C)C[C@H]1CN([C@@H](Cc2ccccc2)CN2CCC[C@@H]2CN2C(=O)C(=O)NC[C@@H]2Cc2ccc(O)cc2)C(=O)C(=O)N1CC1CCCCC1	·	·	·	13%	-27	-14%	·
CCOC(=O)c1c(NC(=O)c2ccc(N3C(=O)[C@@H]4[C@H](C3=O)[C@H]3C=C[C@@H]4C3)cc2)sc2c1CC(C)CC2 (stereo not given in full)	-27%	2%	3%	-3%	-29	5%	-19%
CCCCc1nc(N2CCOCC2)c(C#N)c2c1COC(C)(C)C2	15%	-5%	4%	7%	22	-4%	-1%
CCCc1cc(N2CCN(c3ccccn3)CC2)n2nc(C)c(-c3ccccc3)c2n1	4%	19%	-2%[11.4 µM]	13%	-22	-1%	?
COc1ccccc1NC(=O)CSc1nnc(NC(=O)NC2CCCCC2)s1	·	·	4%	·	47	-3%	-2%
CCOc1ccccc1CNC(=O)c1cc2c(=O)n(Cc3ccccc3)ccc2nc1C	·	·	-9%	·	-23	-8%	-8%
Cc1sc(NC(=O)c2cccs2)c(C(=O)OC(C)C)c1C	-15%	4%	-20%	22%	-4	1%	-7%
CCNS(=O)(=O)c1ccc(CCC(=O)N2CCCC2)cc1	-7%	10%	-3%	0%	78	-4%	-2%
CCC(C)(C)N(C(=O)CCC(=O)Nc1cc(C)on1)C(C(=O)NC(C)(C)C)c1ccc(OC)cc1 (stereo not given)	19%	5%	0%	4%	-26	1%	-9%
COc1ccc(S(=O)(=O)Nc2ccccc2OC)cc1NC(=O)CC1CC2CCC1C2 (stereo not given)	-19%	4%	0%	2%	?	7%	-17%
CCOC(=O)CN1C(=O)c2cccnc2Oc2ccccc21	·	·	1%	·	-25	0%	3%
CCN1CCN(c2nc(Nc3cccc(OC)c3)nc(N)c2[N+](=O)[O-])CC1	-36%	3%	3%	-8%	82	-2%	-2%
CCN(CC(=O)Nc1ccc2c(c1)OCCO2)C(=O)c1cc(Cl)nc2ccccc12	-41%	·	-16%	13%	-1	-6%	?
CC(C)(C)c1ccc(/C=N/NC(=O)C2CCCC2)cc1	-27%	0%	3%	4%	-1	4%	-5%
O=NN(CCCl)C(=O)NCCc1cccc[n+]1[O-]	·	·	·	39%[activator]	-34	1%	·

Screens: PubChem BioAssay, National Center for Advancing Translational Sciences (NCATS)
